Screening data from PubChem.
LDHA block: inhibitors of human lactate dehydrogenase A. actives 0.15% (n = 480,000). P00338. activity change, % (values are at about 110 or 230 µM). AID 1347041. purified LDHA, NADH/diaphorase-resazurin fluorescence; stronger effect = lower value; in the data active = activity change below about -30%; inconclusive = mostly about -25% to -30%;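 also: plate controls were DMSO wells for no effect and wells without enzyme for full effect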
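Resorufin fluorescence (ex540/em590), read at 0 and 20 min after diaphorase/resazurin addition, reports the NADH left after a 5 min room-temperature reaction of 2 nM human LDH5 with 0.06 mM NADH and 0.2 mM pyruvate.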
RGS4 inh: human RGS4 inhibition | P49798 | Potency, µM (series often up to 114 µM), for the others: top-dose activity change, negative = inhibition, usual class: inhibitors | actives 0.039% (n = 390,000) | Transcreener GDP fluorescence polarization, RGS4-accelerated GTP hydrolysis; also: potency is read from the fitted curve at half-maximal effect; % is scaled to controls: 0 for no effect and ±100 for the full control effect; nearly all actives have a fitted effect of over 75% in size; some results filed as inactive show a strong effect at the top dose
Target sequence (P49798 whole entry, looked up): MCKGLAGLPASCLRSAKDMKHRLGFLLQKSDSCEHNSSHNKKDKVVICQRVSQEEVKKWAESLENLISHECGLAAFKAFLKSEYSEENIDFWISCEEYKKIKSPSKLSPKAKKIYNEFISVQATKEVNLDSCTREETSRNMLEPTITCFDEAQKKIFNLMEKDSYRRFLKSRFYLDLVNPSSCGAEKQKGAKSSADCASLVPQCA
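MLSMR compounds (23 nl, pin-transferred) preincubated 10 min at room temperature with a 500nM (2x) first reagent, then RGS4 at 900nM (2x) plus Transcreener GDP mix added; fluorescence polarization (620/688 nm) read before and after 90 min at 30 °C.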
Glioma ERSR ind: induces the endoplasmic reticulum stress response in human glioma cells. actives 0.02% (n = 420,000). Potency, µM, for the others: at the highest dose activation, usual class: activators. U87-MG GRP78 promoter luciferase reporter, 16 h; also: potency is read from the fitted curve at half-maximal effect; series mostly up to about 76 µM; % of control where 0% means no effect; nearly all actives have a fitted effect of over 35% in size
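Stably transfected U87-MG human glioma cells carrying a GRP78-based luminescent sensor were seeded at 1000 cells/well, pin-dosed with compounds and incubated 16 h. Luciferase reagent was then added, and end-point luminescence was read after 10 min at room temperature.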
ERG-DNA inh: inhibitors of human ERG Ets domain-DNA interaction. actives 0.028% (n = 370,000). P11308. AID 624246. Potency, µM (doses to about 76.9 µM), without a hit: at the top dose FP activity, negative = inhibition, hits mostly inhibitors. fluorescence polarization, His-ERG Ets domain / labelled DNA; active = well fitted inhibition curve with a large enough effect in the polarisation, with a control signal flat; inconclusive = small, poorly fitted or top-dose-only effect, or effect the other way, or a change in a side signal; inactive = no such curve, though single readings can be large or run the other way; the % refers to the polarisation;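 also: polarization taken with two DNA probes labelled with fluorescein and Texas red; potency is read from the fitted curve at half-maximal effect; % of control where 0% means no effect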
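His-tagged ERG Ets domain (1 uM in the protein solution; 300mM KCl, 50mM Tris-HCl, 1mM EDTA, 1mM DTT, pH 7.5) received compound, then a probe mix of 5 nM fluorescein-DNA and 100nM Texas-615-DNA. Fluorescence polarization was read for both dyes.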
Vif-A3F inh: blocks the Vif interaction with APOBEC3F; actives 0.2% (n = 390,000); HeLa A3F-eYFP + Vif (tagged APOBEC3F with the HIV-1 protein that degrades it), YFP fluorescence increase; Potency, µM (top dose mostly 46.1 µM), for the others: at the highest dose activity, negative = active; also: potency is read from the fitted curve at half-maximal effect; % of control where 0% means no effect; nearly all actives have a fitted effect of over 65% in size
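HeLa cells stably expressing Vif plus C-terminally eYFP-tagged A3F were seeded, incubated overnight at 37 deg C, dosed with compound, incubated overnight again at 37 deg C. Yellow fluorescence (Ex 488/Em 500-530) reported blocked Vif-mediated A3F-eYFP degradation.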
D2 ag: D2 dopamine receptor (human) agonism; P14416; actives 0.53% (n = 340,000); activation, % at 2 µM; HEK293 T-REx D2 cells, calcium flux agonist mode; AID 485358;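 active = activation over 3 SD above normal in the single-dose calcium agonist read, cut at about 30% in these data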; also: 0% is about no effect
Target sequence (P14416 whole entry, looked up): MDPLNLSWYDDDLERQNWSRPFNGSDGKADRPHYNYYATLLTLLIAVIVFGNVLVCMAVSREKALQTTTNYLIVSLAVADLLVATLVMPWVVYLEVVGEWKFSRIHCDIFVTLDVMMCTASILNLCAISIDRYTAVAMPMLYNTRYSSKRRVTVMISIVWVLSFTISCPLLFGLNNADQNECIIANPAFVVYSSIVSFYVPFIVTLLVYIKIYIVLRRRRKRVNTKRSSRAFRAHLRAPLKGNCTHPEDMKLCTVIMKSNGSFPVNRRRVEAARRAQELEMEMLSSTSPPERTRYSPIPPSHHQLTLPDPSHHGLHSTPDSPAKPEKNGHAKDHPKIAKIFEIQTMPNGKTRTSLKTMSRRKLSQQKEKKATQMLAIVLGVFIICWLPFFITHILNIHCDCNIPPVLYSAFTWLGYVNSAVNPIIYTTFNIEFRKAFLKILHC
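Tetracycline-induced HEK293 Trex cells with D2 receptor force-coupled to calcium signaling, plated overnight at 30 C and loaded with no-wash calcium dye. Calcium flux read kinetically for 180 s after compound addition; responses flag agonists.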
Vif-A3G inh: Vif-A3G binding inhibition; Q9HC16; HeLa A3G-eYFP + Vif (tagged APOBEC3G with the HIV-1 protein that degrades it), YFP fluorescence, overnight; Potency, µM (doses to about 46.1 µM), inactives show top-dose activity, negative = active, most hits filed as inhibitors; actives 0.076% (n = 410,000);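 also: potency is read from the fitted curve at half-maximal effect; % is scaled to controls: 0 for no effect and ±100 for the full control effect; nearly all actives have a fitted effect of over 60% in size; hits raise eYFP signal because A3G escapes Vif-driven loss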
Target sequence (Q9HC16 whole entry, looked up): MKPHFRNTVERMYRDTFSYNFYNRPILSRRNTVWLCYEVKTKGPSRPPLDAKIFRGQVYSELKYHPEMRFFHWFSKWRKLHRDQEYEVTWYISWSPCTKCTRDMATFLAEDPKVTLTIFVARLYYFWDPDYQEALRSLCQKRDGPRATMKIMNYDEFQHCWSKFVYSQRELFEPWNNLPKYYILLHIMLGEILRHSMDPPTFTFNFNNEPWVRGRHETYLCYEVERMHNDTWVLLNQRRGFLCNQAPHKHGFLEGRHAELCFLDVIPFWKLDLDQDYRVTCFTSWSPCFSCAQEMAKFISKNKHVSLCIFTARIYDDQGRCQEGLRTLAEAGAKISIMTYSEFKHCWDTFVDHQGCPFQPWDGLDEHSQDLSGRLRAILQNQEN
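HeLa cells stably expressing Vif and C-terminally eYFP-tagged A3G, seeded overnight at 37 deg C, then exposed to compound by pintool overnight at 37 deg C. Rise in yellow fluorescence (Ex 488/Em 500-530, Acumen) marks blocked Vif-driven A3G degradation.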
ALOX12 inh: blocks human arachidonate 12S-lipoxygenase; P18054; purified 12hLO, xylenol orange hydroperoxide absorbance; Potency, µM (titrated, usually from 108 µM), inactives show top-dose activity change, negative = inhibition, most hits filed as inhibitors; actives 1.1% (n = 580,000); also: potency is read from the fitted curve at half-maximal effect; % is scaled to controls: 0 for no effect and ±100 for the full control effect
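Purified human 12hLO (150 nM final) in 25 mM Hepes, 0.01% Triton X-100, pH 7.0 was preincubated 15 min at room temperature with compound. Then 40 uM arachidonic acid was added, 30 min. Hydroperoxide was read by Fe-XO absorbance ratio 573/405 nm.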
D2 antagonist: antagonizes the human D2 dopamine receptor; P14416; HEK293 TREx D2 cells, calcium flux, dopamine EC80; inhibition, % at 10 µM; actives 2% (n = 340,000); AID 485344; in the data active = inhibition above about 30%; also: 0% is about no effect
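Tetracycline-induced HEK293 TREx cells expressing D2 receptor forced-coupled to calcium signalling, loaded with no-wash calcium dye. Compounds added and calcium flux read 180 s, then dopamine added at EC80 and read a further 180 s.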
Active calls of the source: *; u = inconclusive; x = no result given; [ ] = dose if it differs, or a comment. Unless noted, calls follow the shape of the dose curve; as a rule, active = well fitted curve in the direction sought with a large enough effect; inconclusive = small, poorly fitted or top-dose-only effect, or another doubt; inactive = no such curve, though single readings can be large; an effect the other way counts as inactive or inconclusive.

SMILES | LDHA block | RGS4 inh | Glioma ERSR ind | ERG-DNA inh | Vif-A3F inh | D2 ag | Vif-A3G inh | ALOX12 inh | D2 antagonist
CCOC(=O)C1(C(F)(F)F)N=C(c2cccnc2)OC(N2CCOCC2)=N1 (centres undefined) | -2 | 3% | -1% | -4% | 3% | 0.2 | -4% | -17% | -19
O=C(c1ccncc1)N1CCN(c2cc(-c3ccccc3)nc3cc(-c4cccc(Cl)c4)nn23)CC1 | -10 | x | 2% | x | -3% | x | -4% | 0% | x
Cc1cc(-c2nnc(CCC(=O)NC(Cc3ccccc3)c3ccccc3)o2)no1 (centres undefined) | -6 | 3% | -2% | -2% | -8% | -0.6 | -2% | -6% | 2
CN(C)C(=S)Nc1ccc2c(c1)OCCO2 | -9 | 1% | -1% | -2% | -8% | 0.1 | 3% | -22% | -12
CC(C)CN1CCC(C(=O)N2CCN(c3ccccc3F)CC2)CC1 | -11 | -17% | -4% | -12% | 0% | 2.0 | 1% | u | -4
Cc1ccc(OCC(=O)N2CCOCC2)c([N+](=O)[O-])n1 | -15 | 9% | -3% | -4% | -21% | 0.6 | 4% | 4% | 24
CCN(CC)CCN(C(=O)c1ccc(Br)s1)c1nc2cc3c(cc2s1)OCCO3 | 2 | -27% | 0% | 7% | -5% | 0.2 | 1% | u | 3
C=CCN(c1ccccc1OC)S(=O)(=O)c1cccc(C(=O)NCc2ccco2)c1 | -3 | 15% | -5% | 6% | -4% | x | 0% | -11% | x
Cc1ccc(-n2nnnc2SC(C)C(N)=O)c(C)c1 (centres undefined) | -4 | -14% | -4% | -12% | -4% | -0.9 | 0% | 4% | -8
COC(=O)CCCC1=CC2=CC(=O)C(C)(OC(=O)c3cccs3)C(=O)C2=CN1C1CC1 (centres undefined) | 16 | -19% | -5% | -28% | -5% | 0.4 | 0% | u | 25

Record cards, as listed above. Screens in order: LDHA block	RGS4 inh	Glioma ERSR ind	ERG-DNA inh	Vif-A3F inh	D2 ag	Vif-A3G inh	ALOX12 inh	D2 antagonist
`CC(C)CN1CCC(C(=O)N2CCN(c3ccccc3F)CC2)CC1` is listed as -11	-17%	-4%	-12%	0%	2.0	1%	u	-4
`COC(=O)CCCC1=CC2=CC(=O)C(C)(OC(=O)c3cccs3)C(=O)C2=CN1C1CC1` (centres undefined) is listed as 16	-19%	-5%	-28%	-5%	0.4	0%	u	25
`Cc1cc(-c2nnc(CCC(=O)NC(Cc3ccccc3)c3ccccc3)o2)no1` (centres undefined) is listed as -6	3%	-2%	-2%	-8%	-0.6	-2%	-6%	2

The list continues.
SMILES | LDHA block | RGS4 inh | Glioma ERSR ind | ERG-DNA inh | Vif-A3F inh | D2 ag | Vif-A3G inh | ALOX12 inh | D2 antagonist
CC1CCC(NC(=O)c2cc(S(=O)(=O)N3CCCCC3)c[nH]2)CC1 (centres undefined) | -3 | 2% | -4% | -7% | 3% | -0.8 | -1% | 6% | 6
CC(=O)NCCC(=O)Nc1nc2c(ccc3ccccc32)s1 | -4 | 4% | 2% | -7% | -1% | 1.6 | -2% | u | 0
CSc1ncc(Cl)c(C(=O)NCc2cccnc2)n1 | -7 | 8% | 1% | -3% | 4% | 0.8 | 2% | u | 2
Cc1cc(C)cc(NC(=O)CCN2C(=O)c3ccccc3Sc3ncccc32)c1 | 1 | -11% | -3% | -5% | -4% | 0.0 | 1% | u | x
CCCN(CCC)c1nc(N)nc(-c2cc(Cl)ccc2OC)n1 | -3 | 16%[11.4 µM] | -4% | -9% | 7% | -0.1 | -7% | 0% | 18
O=C(CC1SC(=Nc2ccc3c(c2)OCCO3)NC1=O)Nc1ccc(F)cc1F (centres undefined) | -10 | 11% | -1% | -3% | -1% | -1.0 | -9% | -7% | 13
CCOCCCN(C)C1CCN(C(=O)c2oc3ccccc3c2NC(=O)Cc2ccc(F)cc2)CC1 | -2 | 33%[11.4 µM] | -3% | 1% | 2% | 0.7 | 0% | -14% | -13
COc1ccc(NC(=O)c2cn(-c3ccccc3)nc2-c2ccc(C)cc2)cc1 | -1 | -18% | -1% | 6% | 2% | x | 1% | -22% | x
CCc1ccc(C2C(C#N)=C(N)Oc3cc(N)ccc32)cc1 (centres undefined) | 3 | -2% | -2% | 7% | u | -0.6 | u | u | -4
Cc1ccc2c(c1)C(=O)C(=O)N2Cc1ccc(Cl)cc1 | 1 | -49% | 4% | -5% | -3% | x | -11% | u | x
CC(C)(Cc1ccccc1)/[N+]([O-])=C\c1ccccc1 | -2 | -25% | -2% | -5% | 1% | 0.8 | 3% | 5% | -15
CC1(Cc2ccc(C(F)(F)F)o2)C(=O)Nc2cc(-c3ccc(F)cc3F)ccc21 (centres undefined) | 3 | x | -10% | x | x | x | 3% | u | x
O=C(Nc1cccc(C(=O)O)c1)/C(=C\c1ccc2c(c1)OCO2)NC(=O)c1ccco1 | -2 | 14% | -1% | -4% | 2% | 1.1 | 4% | -3% | -11
CC1(C)COC2(OC1)C(=O)N(CN1CCOCC1)c1ccccc12 | -1 | -4% | 1% | -3% | -2% | -0.1 | 1% | -7% | -13
CC(C)(C)n1nc2c(c1NC(=O)c1ccco1)CS(=O)C2 (centres undefined) | -11 | 13% | -2% | -2% | -2% | 0.9 | 0% | u | -12
COc1ncnc2c1ncn2CCCNCC(C)c1ccccc1 (centres undefined) | -7 | x | 0% | x | 4% | x | -3% | -6% | x
O=C(COC(=O)c1ccc(-n2cnnn2)cc1)c1ccc(Br)cc1 | -10 | -1% | 2% | -4% | -4% | 0.8 | -4% | -16% | -3
CC(=O)OC(C(=O)NC1CCCCC1)c1ccc(Cl)cc1 (centres undefined) | -1 | -24% | -3% | 2% | -6% | 0.7 | 0% | 2% | -10
C=CCNC(=S)/N=c1/ccccn1C | 2 | -29% | -4% | 4% | -11% | 1.4 | -1% | u | -6
CC(=O)c1c(C)nc2ccccc2c1N | -1 | -46% | -3% | 0% | 1% | 0.2 | 1% | 6% | -8
N=C1S/C(=C\c2ccco2)C(=O)N1c1nccs1 | 0 | -14% | u | 13% | -10% | 0.1 | -13% | 0% | 3
CCn1c(O)c(N=Nc2ccc3ccccc3n2)c2ccccc21 | -6 | -4% | 6% | 9% | u | 0.7 | 2% | -6% | -14
COC(=O)c1ccc(CSc2nc3ccc(Cl)cc3[nH]2)o1 | 2 | u | -3% | 7% | -5% | 0.0 | -7% | 0% | 8
Cc1nc(-c2ccccn2)nc(SCC(=O)c2ccccc2)c1Cl | -8 | -12% | -3% | -4% | u | -0.7 | -5% | u | -3
COc1ccc(Cl)cc1C(=O)N1CCN=C1SC | -5 | 18% | -3% | -1% | -1% | 0.2 | -7% | 2% | 0
O=c1[nH]c(/C=C\c2cccnc2)c([N+](=O)[O-])c(=O)[nH]1 | -4 | u | 4% | -9% | 1% | 0.6 | 0% | u | 7
CC1SC2(NC1=O)C1CC3CC(C1)CC2C3 (centres undefined) | -10 | 28% | -2% | 0% | -9% | x | -5% | -37% | x
Cn1c(C(=O)NCCN2CCCCCC2)cc2c(=O)n(C)c3ccccc3c21 | 1 | -33% | -8% | 2% | 0% | 0.4 | 0% | -12% | -5
Cn1c(N)c(C(=O)COC(=O)c2cc(S(=O)(=O)N3CCOCC3)ccc2F)c(=O)n(C)c1=O | -17 | -6% | -1% | -1% | 2% | x | -5% | -9% | x
Cn1c(CN2CCCC2)c(C#N)c2ccccc21 | -3 | -6% | -2% | -6% | -9% | -1.5 | 3% | 0% | 83*
Cc1cccc(C)c1OCC(=O)N(Cc1ccco1)C1CCS(=O)(=O)C1 (centres undefined) | 2 | -4% | -1% | 7% | -5% | 1.6 | 1% | x | -10
CC1=C(C(=O)N(C(C)C)C(C)C)CC(CC(=O)NCC2CCCCC2)C(=O)N1Cc1ccc(F)cc1 (centres undefined) | -3 | x | -3% | x | x | x | -2% | -25% | x
O=C(CSc1nnc(CNC(=O)c2c(F)cccc2Cl)o1)Nc1ccc2c(c1)OCCO2 | -5 | -3% | 1% | -2% | -7% | 0.4 | 2% | 0% | 19
CCCC(=O)N1CCN(c2ccc(NC(=O)c3ccccc3)cc2)CC1 | -1 | -18% | -3% | 8% | 2% | 0.0 | -11% | 0% | -9
C=C(C)C1CC=C(C)/C(=N/NC(=O)COc2ccccc2Cl)C1 (centres undefined) | 0 | -36% | -6% | 14% | 1% | -1.1 | -6% | -2% | 2
C/C(=N\NC(=O)c1ccco1)c1cc2ccccc2o1 | -5 | 4% | 4% | -3% | 4% | -0.6 | 4% | 15% | -2
COc1ccccc1/C=C1\SC(=S)N(CCC(=O)Nc2ccc(C(=O)O)c(O)c2)C1=O | 3 | -17% | -3% | -2% | -1% | -0.2 | 0% | u | -10
CN(C)CCCN(C(=O)c1ccc(S(=O)(=O)N(C)C2CCCCC2)cc1)c1nc2ccc(Br)cc2s1 | -3 | 31% | -6% | 11% | 3% | 0.1 | -13% | u | -9
Cc1ccc(C)c(C(=O)CSc2nnnn2-c2cccnc2)c1 | -4 | -12%[11.4 µM] | 4% | -1% | 1% | -0.4 | 2% | 54%[activator] | 23
COc1ccc(OCC(=O)N2CCN(c3cccc(Cl)c3)CC2)cc1 | 0 | 16% | -2% | -6% | 3% | -0.8 | -1% | 14% | 5
COCCNC(=S)N(CCc1c(C)[nH]c2ccc(OC)cc12)Cc1ccco1 | -5 | 10% | -2% | -2% | -7% | 0.3 | -6% | 33%[activator] | 12

An excerpt; rates above refer to the full screens.
